Screening data as filed in PubChem.
GPR55 antagonists: inhibition of LPI-stimulated GPR55 beta-arrestin translocation – imaging, U2OS, beta-arrestin-GFP, LPI agonist, primary screen (AID 2013); one-dose inhibition, % at 10 µM; IC50 in µM for titrated hits; 290,000 tested, 0.13% active; U2OS GPR55 beta-arrestin-GFP translocation imaging, LPI antagonism; higher % means a stronger effect;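 active = spots per cell inhibited over 60%, with over 100 cells counted and total cytoplasm intensity under 500,000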;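 note: U2OS cells stably carrying GPR55 and arrestin-GFP stimulated by 5 µM LPI near EC80; imaged beta-arrestin-GFP aggregate spots per cell after agonist stimulation; plate controls were LPI-stimulated DMSO wells for no effect and DMSO wells without LPI for full effect; some results filed as inactive read as strong as hits; confirmed hits need IC50 under 10 µM and bright autofluorescent wells are also inconclusive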
GPR35 arrestin U2OS: inhibition of zaprinast-stimulated GPR35 beta-arrestin translocation – imaging, U2OS, beta-arrestin-GFP, zaprinast agonist, primary screen (AID 2058). U2OS GPR35 beta-arrestin-GFP translocation imaging, zaprinast antagonism; higher % means a stronger effect. one-dose inhibition, % at 10 µM; IC50 in µM for titrated hits. 290,000 tested, 0.052% active;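 active = inhibition of at least 50% with at least 30 cells and total cytoplasm GFP at most 10,000,000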
GPR55 beta-arrestin: GPR55 agonists via beta-arrestin recruitment, primary screen, imaging, U2OS cells, beta-arrestin-GFP redistribution (AID 1961); U2OS GPR55 beta-arrestin-GFP redistribution imaging; higher % means a stronger effect; 290,000 tested, 0.048% active; activation, % at 10 µM; hits with a dose series show EC50 in µM;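 active = activation above 40% with more than 50 cells counted in the well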;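 note: U2OS osteosarcoma cells stably expressing GPR55 and beta-arrestin-GFP; plate controls were DMSO negative control for no effect and LPI positive control for full effect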
Lipid droplet: hepatic lipid droplet formation modulation. 240,000 tested, 0.4% active. inhibition, % at 6.5 µM. AID 1656. AML12 mouse hepatocytes, oleate lipid droplets, BODIPY imaging;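 active = lipid droplet intensity inhibited by at least 50%, with more than 500 cells counted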
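Test system: AML12 mouse liver cells; schedule: overnight exposure; technique: high-content imaging of BODIPY-stained droplets and DAPI nuclei; read-out: % inhibition of corrected integrated BODIPY droplet signal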
MgcRacGAP inhibition: MgcRacGAP GTPase-activating activity inhibitors, confirmation, biochemical, ADP Hunter fluorescence | inhibition, % at 30 µM, or IC50 in µM where a hit was titrated | MgcRacGAP-stimulated Rac1 GTP hydrolysis, ADP Hunter fluorescence; higher % means a stronger effect; GST-tagged Rac1 F28L mutant substrate | AID 624330 | 340,000 tested, 0.6% active;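 active = first-screen hits whose inhibition reached a set limit at any dose in the follow-up dose series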;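 note: fluorescence reports GDP produced by GAP-driven GTP hydrolysis; strong numbers were not always called active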
Large T inhibition: TAg ATPase/helicase activity blockers – biochemical (AID 1903) | SV40 large T antigen ATPase/helicase inhibition assay; higher % means a stronger effect | inhibition, % at 20 µM; hits with a dose series show IC50 in µM | 310,000 tested, 0.39% active; in the data active = a potency from the dose series; note: strong numbers were not always called active
NTR1 agonist: agonists of NTR1, primary screen, imaging, U2OS cells, beta-arrestin-GFP, high content (AID 493036). activation, % at 20 µM. NTR1-U2OS beta-arrestin-GFP spot imaging, agonist mode. P30989. 330,000 tested, 0.17% active;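 active = activation at or above 40% of the spot to cytoplasm intensity ratio, with at least 20 cells analyzed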;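 note: 0% = DMSO without peptide and 100% = 100 nM NTR1 peptide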
Target sequence (P30989 whole entry, looked up): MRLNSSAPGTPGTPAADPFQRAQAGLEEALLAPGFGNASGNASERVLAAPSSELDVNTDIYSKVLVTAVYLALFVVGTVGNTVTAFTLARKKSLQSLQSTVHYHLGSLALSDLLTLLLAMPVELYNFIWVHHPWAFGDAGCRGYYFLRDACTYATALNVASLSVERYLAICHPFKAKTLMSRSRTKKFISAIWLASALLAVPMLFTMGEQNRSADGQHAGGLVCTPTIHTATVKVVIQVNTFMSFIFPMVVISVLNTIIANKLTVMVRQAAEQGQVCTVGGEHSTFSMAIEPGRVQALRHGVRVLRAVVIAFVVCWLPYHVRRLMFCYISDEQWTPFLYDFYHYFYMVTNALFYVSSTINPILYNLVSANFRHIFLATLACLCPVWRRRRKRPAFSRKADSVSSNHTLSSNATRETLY
LYP inhibition: inhibitors of LYP phosphatase, biochemical, fluorescence intensity, uHTS (AID 1779); 290,000 tested, 0.054% active; inhibition, % at 11.5 µM; hits with a dose series show IC50 in µM; recombinant LYP phosphatase, fluorescence intensity; higher % means a stronger effect; in the data active = inhibition above about 50%;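 note: plate controls were vehicle with enzyme for no effect and no enzyme for full effect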
T cell HTS: T cell immune modulation candidate. 2C CD8+ T cell-vesicle binding, flow cytometry; hits give low values. calls only at 7 µM. 330,000 tested, 0.068% active. AID 2052;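 active = response, share of CD8 T cells binding vesicles, and their 90th percentile fluorescence all below set limits, cut at about 80% in these data, passing the limit was not always enough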
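Material: 2C TCR transgenic mouse naive CD8+ T cells, MACS-purified. Also added: QL9-charged Drosophila Ld/ICAM-1/B7-1 vesicles. Timing: binding 1.5 h at 37 °C. Measured by: high-throughput flow cytometry with anti-B7-1 and anti-CD8 staining. Read-out: percent CD8+ FL2 mean versus row control. Controls: Unloaded micro-vesicles (low), QL9 vesicles with 0.7% DMSO (high).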
Lipid droplet cells 6.5 µM: recorded beside Lipid droplet, whose call it bears; cell count; measured here: cell count, cytotoxicity flag;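 cells counted across two imaged fields per well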
T cell HTS vesicle-bound %: further read-out of T cell HTS, marked with its call; double positive events, %; measured here: CD8+ vesicle-bound cell fraction;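 binding gate set so that unloaded-vesicle control wells show 10% double positive cells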
NTR1 agonist cell count 20 µM: recorded beside NTR1 agonist, whose call it bears; cell count; measured here: cell count, cytotoxicity flag
An asterisk follows results filed as active; i = inactive; / = no result given.

SMILES	GPR55 antagonists	GPR35 arrestin U2OS	GPR55 beta-arrestin	Lipid droplet	Lipid droplet cells 6.5 µM	MgcRacGAP inhibition	Large T inhibition	NTR1 agonist	NTR1 agonist cell count 20 µM	LYP inhibition	T cell HTS	T cell HTS vesicle-bound %
COc1ccc(NC(=O)Cc2c[nH]c3ccccc23)cc1S(=O)(=O)N1CCCCC1	2%	-7%	0.1%	0	548	-7%	6%	4.7	68	-2%	i	4
O=C(Cn1cc(C(F)(F)F)ccc1=O)N/N=C/c1cccc(Cl)c1Cl	-10%	/	0.2%	-29	656	6%	4%	0.1	45	-4%	i	16
CCCCC(C(=O)NC1CCCC1)N(Cc1ccco1)C(=O)Cn1nnc(-c2ccc(F)cc2)n1 (centres undefined)	1%	-4%	0.0%	6	787	8%	8%	6.5	90	6%	i	17
CN(C)C(=O)COn1c(SCC(=O)N(C)C)nc2ccccc2c1=O	-8%	10%	0.2%	/	/	5%	1%	0.8	80	2%	i	52
O=C(Nc1cccc2ncccc12)c1ccco1	-8%	-16%	-0.2%	-4	777	5%	13%	2.0	40	-1%	i	47
CC(C#N)On1c(SC(C)C#N)nc2ccccc2c1=O (centres undefined)	-8%	12%	-0.2%	/	/	1%	-18%	1.6	59	-2%	i	55
O=C1CN(C(=O)COC(=O)C23CC4CC(CC(O)(C4)C2)C3)c2ccccc2N1	-10%	-4%	-0.1%	3	658	8%	1%	-1.8	70	0%	i	23
CCn1c(SCC(=O)NC2CCCCC2C)nnc1-c1ccc(OC)cc1 (centres undefined)	-6%	-2%	-0.1%	/	/	0%	5%	1.1	97	-7%	i	51
Cc1nnc(SCC(=O)c2c(N)n(C)c(=O)n(C)c2=O)[nH]c1=O	-5%	14%	-0.3%	/	/	3%	/	1.8	55	-1%	i	2
O=C(CSc1nnc2c(Cl)cc(C(F)(F)F)cn12)N(Cc1ccccc1)Cc1ccccc1	9%	-26%	-0.4%	-12	702	2%	7%	6.8	48	0%	i	29
COc1ccccc1CNS(=O)(=O)c1ccc(-n2cccn2)cc1	12%	8%	-0.1%	-13	644	6%	12%	0.8	62	-6%	i	31
C=CCn1c(SCC(=O)N2CCCCC2)nnc1-c1ccncc1	-3%	-7%	-0.1%	-19	715	15%	-4%	0.1	42	-11%	i	43
COc1ccc(OC)c(CN2CCN(C(=O)c3ccc(F)cc3)CC2)c1	5%	5%	0.5%	/	/	25%	7%	0.2	64	-9%	i	69
COCCCNC(=O)c1cc(Sc2nnc(C)s2)nc2ccccc12	8%	4%	-0.1%	3	701	3%	29%	0.8	52	-6%	i	38
CCCCC1=CC2=C(c3ccco3)C(=O)C(C)(OC(=O)c3ccc(OC)cc3)C(=O)C2=CN1C1CCCCC1 (centres undefined)	2%	-2%	-0.1%	17	641	7%	22%	1.5	55	-11%	i	38
Cc1ccc(CN2CC(C(=O)N(Cc3nnc(-c4ccccc4Cl)o3)C3CC3)CC2=O)cc1 (centres undefined)	/	/	/	/	/	3%	5%	0.7	55	/	i	53
CC(=O)NC(Cc1cccc(C)c1)C(=O)NC1CCN(S(=O)(=O)c2ccccc2)CC1 (centres undefined)	-2%	12%	-0.2%	-1	812	10%	6%	-1.9	44	-6%	i	45
CC(=O)Nc1ccc(S(=O)(=O)NCC(C)NS(=O)(=O)c2ccc(NC(C)=O)cc2)cc1 (centres undefined)	-1%	23%	-0.2%	-2	722	2%	3%	-0.2	62	0%	i	15
CCOC(=O)N1CCN(C(=O)CSCC(=O)Nc2nc(-c3ccc(C)cc3)cs2)CC1	-10%	2%	-0.3%	15	629	-3%	3%	0.1	99	-3%	i	43
CCOc1ccc(/C=C2\CCC(C3CCCC3)C2=O)cc1OC (centres undefined)	9%	10%	-0.3%	0	810	5%	7%	3.3	103	4%	i	47
CCC(=O)Nc1cccc(-c2cn3ccsc3n2)c1	11%	-8%	-0.1%	7	802	4%	5%	1.4	46	-3%	i	37
COc1cccc(CNCc2ccc(OC)cc2OC)c1	0%	0%	0.2%	6	781	23%	5%	1.5	54	-15%	i	32
O=C(Oc1ccc(F)cc1)N1CCOCC1	-1%	10%	-0.1%	-5	833	12%	10%	-0.6	59	-8%	i	41
CC(C)(C)NC1=CC(=O)OC12CCCCC2	8%	-3%	-0.2%	/	/	8%	5%	-0.7	69	0%	i	15
COc1cccc(N2CC(C)Cn3c2nc2c3c(=O)n(CCN3CCOCC3)c(=O)n2C)c1 (centres undefined)	-2%	12%	0.2%	/	/	5%	-3%	1.9	64	-4%	i	14
O=C(C1CCN(S(=O)(=O)c2cccc3nsnc23)CC1)N1CCc2ccccc2C1	4%	11%	-0.3%	13	745	-5%	10%	4.6	34	1%	i	28
O=C(c1ccc(-n2nc(C(F)(F)F)c3c2CCCC3)cc1)N1CCOCC1	2%	-4%	-0.3%	1	667	-1%	13%	-0.5	91	0%	i	48
O=C1C(C2=NC(c3ccccn3)C3C(=O)N(c4ccc(Cl)cc4Cl)C(=O)C23)=C(O)c2ccccc21 (centres undefined)	7%	6%	0.8%	-1	670	10%	19%	33	47	-16%	i	29
CC(=O)c1ccc(N2CCN(S(=O)(=O)c3ccc4c(c3)NC(=O)CC(=O)N4)CC2)cc1	45%	8%	0.0%	-25	621	12%	5%	-0.2	56	-8%	i	32
CCCCCn1c(=NC(C)=O)c(C#N)cc2c(=O)n3ccccc3nc21	19%	4%	0.2%	/	/	3%	3%	0.5	56	-20%	i	43
COc1ccc(OC)c(/C=N/NC(=O)c2[nH]ncc2Br)c1	3%	-9%	0.0%	/	/	/	2%	0.5	33	-6%	i	9
Cc1cccnc1NC(=O)c1ccc(S(=O)(=O)N2CCCCCC2)cc1	/	/	/	/	/	15%	16%	0.3	48	/	i	18
O=C1CC(c2ccccc2)CC2=C1C(c1ccccn1)Nc1ccccc1N2 (centres undefined)	22%	-8%	0.0%	14	705	10%	17%	0.0	50	3%	i	40
O=C(CN1CCc2ccccc2C1)NC1CCCC1	-5%	6%	-0.1%	4	698	5%	9%	-2.5	84	3%	i	53
CCn1c(C)c(C)c2cc(C(=O)NCCCN3CCCC3)ccc21	-4%	0%	-0.1%	9	781	2%	6%	0.0	63	-3%	i	4
CNc1c([N+](=O)[O-])cnn1-c1ccccc1F	-9%	-10%	0.2%	-13	668	/	4%	-0.7	34	-4%	i	54
CCOc1cc(-c2noc(CCC(=O)NC3CCCCC3)n2)ccc1OC	9%	-2%	0.2%	7	829	0%	4%	0.9	56	-7%	i	41
O=C(Nc1cccnc1)c1ccc(Br)s1	6%	-13%	-0.1%	1	782	7%	-2%	0.6	83	-4%	i	28
C=C1C(=O)O[C@@H]2[C@H]3O[C@]3(C)CC/C=C(\C)CC[C@@H]12	/	/	/	/	/	-1%	45%	5.4	56	/	i	62
COc1ccc(CCNC(=O)CSC2=Nc3ccccc3C3=NC(C(C)C)C(=O)N23)cc1OC (centres undefined)	7%	18%	-0.1%	/	/	4%	8%	-1.4	71	-8%	i	17
Cc1[nH]c2ccccc2c1C(=O)C(=O)N1CCN(C)CC1	8%	-4%	1.2%	0	649	1%	16%	1.0	60	-10%	i	36
CC(=O)N1N=C(c2cccc(NS(C)(=O)=O)c2)CC1c1ccc2c(c1)OCO2 (centres undefined)	-16%	12%	-0.2%	-6	800	6%	6%	0.3	48	-2%	i	59
COc1cccc(C(=O)N2CCN(Cc3ccccn3)CC2)c1OC	5%	-1%	0.3%	/	/	16%	-2%	1.6	69	-8%	i	47
O=C(Nc1ccc(F)cc1)C1CCN(C(=O)c2ccc([N+](=O)[O-])cc2)CC1	-6%	2%	0.1%	2	620	0%	3%	-0.2	82	-12%	i	43
COc1ccc(NS(=O)(=O)c2ccc3c(c2)NC(=O)C(C)S3)cc1 (centres undefined)	16%	6%	-0.2%	-7	754	2%	12%	1.4	54	-6%	i	46
CC1Cc2ccccc2N1C(=O)CSc1nc2cc3c(cc2cc1C#N)OCO3 (centres undefined)	5%	6%	-0.3%	/	/	7%	10%	5.8	66	-1%	i	23
CCN(CC)S(=O)(=O)c1ccc(C(=O)NCc2cccs2)cc1	-4%	-2%	-0.2%	19	766	5%	13%	-3.9	99	6%	i	43
COc1cc(C)ccc1OCCCOc1ccccc1Br	-1%	10%	-0.1%	/	/	9%	-1%	1.0	64	-6%	i	60
CC(Oc1ccccc1)C(=O)NN1Cc2ccccc2C1=N (centres undefined)	7%	-7%	-0.1%	21	694	6%	6%	0.5	55	-8%	i	62
CCOc1ccc(C(F)(F)F)cc1NC(C)=O	8%	19%	0.5%	/	/	6%	-8%	0.6	53	-11%	i	53
CN=C(Nc1cc(C)nn1CCC#N)c1ccc(F)cc1	9%	19%	-0.2%	/	/	9%	5%	-0.6	55	-9%	/	/
NC(=O)c1c(NC(=O)Cc2ccccc2)sc2c1CCN(Cc1ccccc1)C2	8%	-5%	0.0%	11	754	-7%	2%	4.5	56	-5%	i	23
O=C(CC1Nc2ccccc2NC1=O)Nc1ccc2c(c1)OCO2 (centres undefined)	8%	-7%	0.8%	13	684	15%	9%	-0.4	83	0%	i	57
Cc1cc(NC(=O)CN2C(=O)NC(C)(c3ccc(Cl)cc3)C2=O)no1 (centres undefined)	-6%	9%	-0.2%	0	679	2%	6%	1.3	36	-6%	i	1
